Source: PubChem BioAssay (Broad Institute)
esBAF inh: inhibitors of esBAF chromatin remodeling in mouse ES cells; 350,000 compounds, 2% hits; Bmi1-luciferase knock-in reporter, 24 h; 100% = twice the neutral-well signal; reporter increase, % at 12.5 µM; AID 602393; in the data active means activation above about 40%;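 further: 0% = median of the plate's neutral control wells and 100% = double that signal; a rise in the Bmi1 reporter signal indicates esBAF inhibition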
ARNT TACC3 PPI: disrupts binding between human ARNT and TACC3 | Q9Y6A5 | AlphaScreen His-ARNT PAS-B/GST-TACC3 binding, luminescence; TACC3 fragment carries E629A point mutation | inhibition, % at 9.99 µM | 390,000 compounds, 0.66% hits;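 active means mean inhibition of replicates at least 50% and at least half of replicates each reaching 50%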;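 further: 0% = complete ARNT plus TACC3 wells and 100% = ARNT alone without TACC3; many hits fall short of the cut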
ERAP1 inh: inhibitors of human ERAP1 aminopeptidase; Q9NZ08; recombinant ERAP1, Leu-AMC fluorescence, 60 min; inhibition, % at 10.7 µM; 340,000 compounds, 0.15% hits; AID 652197;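 active means mean replicate inhibition of at least 30%, or all replicates individually reaching that 30% level; inactive means mean below 30% and not every replicate reaching it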;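 further: 0% = neutral control wells and 100% = L-leucinethiol positive control wells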
GSIS activator: primary screen for activators of insulin secretion dependent on glucose, INS-1E cells, GLuc reporter luminescence. INS-1E GLuc reporter insulin secretion, 2-3 h. activation, % at 16.6 µM. 370,000 compounds, 0.61% hits;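 active means lowest replicate activation of at least 40%, so every replicate reaches that level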;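 further: 0% = median of neutral control wells and 100% = median of IBMX positive control wells; some compounds called inactive have numbers as strong as hits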
RAD52 inh: inhibitors of human RAD52 DNA annealing. P43351. inhibition, % at 18.7 µM. 360,000 compounds, 0.46% hits. recombinant RAD52 DNA annealing, FRET fluorescence;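 active means every replicate showing at least 50% inhibition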
Target sequence (P43351 whole entry, looked up): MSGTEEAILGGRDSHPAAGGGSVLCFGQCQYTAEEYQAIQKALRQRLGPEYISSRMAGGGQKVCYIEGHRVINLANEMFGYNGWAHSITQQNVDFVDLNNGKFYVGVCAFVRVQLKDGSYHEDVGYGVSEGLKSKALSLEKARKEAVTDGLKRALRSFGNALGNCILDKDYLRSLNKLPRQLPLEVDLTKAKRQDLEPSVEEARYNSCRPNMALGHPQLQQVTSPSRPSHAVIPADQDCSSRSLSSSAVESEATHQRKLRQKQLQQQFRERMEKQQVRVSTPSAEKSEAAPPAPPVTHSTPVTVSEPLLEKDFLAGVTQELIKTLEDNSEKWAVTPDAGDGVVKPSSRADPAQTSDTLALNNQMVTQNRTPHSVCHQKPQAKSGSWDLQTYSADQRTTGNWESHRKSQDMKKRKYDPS
XiGFP reactiv: activators of X-chromosome reactivation in mouse fibroblasts | XiGFP mouse fibroblasts, % GFP-positive cells imaging, 3 d; cells co-treated with 5-aza-dC sensitizer; scaled so ellipticine positive control = 100% | activation, % at 7.58 µM | 360,000 compounds, 0.055% hits;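 active means mean normalized replicate activation at least 10% and every replicate at or above 10%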;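 further: 0% = median of on-plate neutral control wells and 100% = ellipticine 6 µM median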
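material = 68-5-11 XiGFP fibroblast line | medium = DMEM plus 5-aza-dC sensitizer | schedule = 3 days compound exposure | benchmarks = positive control ellipticine, 6 µM final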
RAD54 branch: RAD54 (human) branch migration inhibition; RAD54 Holliday junction branch migration, FAM/BHQ fluorescence; inhibition, % at 10.4 µM; 360,000 compounds, 0.14% hits;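 active means mean normalized replicate activity at least 40 and at least half of replicates scoring 40 or more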;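 further: 0% = median of neutral control wells and 100% = median of positive control wells; inhibitors cause a drop in the FAM fluorescence signal; in these data hits start at about 50%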
CFTR F508del cor: CFTR F508del correction in bronchial cells; CFBE cells, YFP halide quenching; stimulated with forskolin plus potentiator P3; % fluorescence drop versus neutral controls; activity (quench increase), % at 7.58 µM; 350,000 compounds, 0.36% hits;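 active means mean added fluorescence quench of at least 8% versus neutral control, with both replicates also reaching 8%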;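 further: cells transiently co-express mutant CFTR-F508del with the halide-sensitive YFP; corrector assay measuring rescue of mutant channel to the surface after 24 h compound exposure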
* marks the source's active call; other numbers are inactive results; · = no result given.

The line under a structure holds: esBAF inh	ARNT TACC3 PPI	ERAP1 inh	GSIS activator	RAD52 inh	XiGFP reactiv	RAD54 branch	CFTR F508del cor
1: Cc1cccc(C)c1NC(=O)c1cc(-c2ccccn2)nc2ccccc12
  ·	-44	5	0	-11	0.0	·	1.0
2: CCOC(=O)c1sc(NC(=O)C2CC2)cc1C
  17	-4	3	·	8	0.0	10	-3.0
3: C[C@@H]1CCCCO[C@@H](CN(C)C(=O)Nc2ccccc2)[C@@H](C)CN([C@H](C)CO)C(=O)c2cc(NC(=O)Nc3ccccc3)ccc2O1
  -3	-5	2	-3	29	-0.1	9	2.9
4: O=C(N=C1SC2CS(=O)(=O)CC2N1c1ccc(Br)cc1)C1CCCO1 (stereo not given)
  0	2	4	4	-4	0.0	13	-2.8
5: COc1cc(C(=S)N2CCOCC2)cc(OC)c1OC
  -3	4	-3	16	4	0.2	-7	2.5
6: CCOc1ccc(/C=N/NC(=O)c2[nH]c3ccc(C)cc3c2C)cc1
  4	-7	-6	-2	-13	0.2	-7	2.3
7: O=C(NCCCn1ccnc1)/C(=C\c1cccnc1)NC(=O)c1ccco1
  ·	19	8	3	-14	0.0	·	0.1
8: CCCNc1nc2ccccc2c(=O)[nH]1
  3	-3	3	-1	7	0.0	3	-0.8
9: O=C(NN=C1CCCC1)c1cc(Cl)cc(Cl)c1O
  1	-2	-1	-23	-19	0.0	-10	-2.5
10: CC(C)NC(=O)Nc1ccc2c(c1)C(=O)N([C@@H](C)CO)C[C@@H](C)[C@H](CN(C)C(=O)NC1CCCCC1)OCCCC[C@@H](C)O2
  5	6	2	4	-16	0.0	5	4.8
11: COc1cc(/C=N/NC(=O)Cn2nnc3ccccc32)ccc1O
  ·	·	0	8	-6	0.2	·	2.5
12: Nc1ccc2nc3c(=O)n(CCc4ccccc4)c(=O)[nH]c3nc2c1
  ·	·	·	2	-266	0.1	-51	1.7
13: Cc1ccc(C)c(-n2c(-c3ccco3)n[nH]c2=S)c1
  ·	-7	5	-9	-5	0.0	-1	1.6
14: COc1ccc(NC(=O)Nc2ccc3c(c2)C(=O)N([C@H](C)CO)C[C@H](C)[C@H](CN(C)C(=O)Nc2ccccc2)OCCCC[C@H](C)O3)cc1
  -5	-2	5	3	17	0.0	2	2.4
15: Cc1cccc(NC(=S)NNc2cccc(Cl)c2)c1
  9	6	-3	4	-6	0.0	6	-0.1
16: CCc1ccc(-n2c(SCC(=O)Nc3ccc(C(=O)O)cc3)nnc2-c2ccncc2)cc1
  ·	·	8	0	-13	0.0	·	1.8
17: CCOC(=O)N1CCN(C(=O)c2ccccc2NC(C)=O)CC1
  1	-3	1	5	-1	-0.1	-2	0.7
18: COC(=O)c1ccc(NC(=O)C2CCN(C(=O)c3cc(OC)c(OC)c(OC)c3)CC2)cc1
  ·	·	9	4	0	·	0	·
19: COc1ccc(-c2nc3ccc(C)cn3c2CC(C)(C)C)cc1OC
  1	·	-3	-22	-6	-0.2	4	4.2
20: CCCN1C(=O)/C(=C/c2ccc(N3CCCC3)c(C)c2)NC1=S
  4	1	·	-43	·	·	-16	·
21: Cc1ccc(CNC(=O)c2ccccc2NC(=O)C2=CSCCO2)cc1
  -11	3	-2	-1	-1	0.1	-1	-2.5
22: CCOC1(c2ccccc2)OC(=O)c2ccccc21 (stereo not given)
  ·	-8	0	·	-7	0.0	·	1.2
23: C[C@@H]1CN([C@@H](C)CO)C(=O)c2cc(C3=CCCC3)cnc2O[C@@H]1CN(C)Cc1ccc(F)cc1
  -10	11	-5	-4	15	-0.6	5	-3.6
24: C[C@@H]1CN([C@@H](C)CO)C(=O)c2cc(C#CCN(C)C)cnc2O[C@H]1CN(C)S(=O)(=O)c1ccccc1
  0	0	5	3	4	-0.3	-12	-1.6
25: CCCC#Cc1ccc2c(c1)O[C@H](CN(C)Cc1cccnc1)[C@H](C)CN([C@@H](C)CO)S2(=O)=O
  -7	23	5	-35	10	-0.3	4	·
26: CS(=O)(=O)c1cccc(-c2nnc(NC(=O)CCS(=O)(=O)c3ccccc3)o2)c1
  1	30	0	2	-11	0.2	·	3.5
27: COCC(=O)Nc1ccc2c(c1)C(=O)N(C)C[C@H](OC)[C@@H](C)CN(C(=O)c1ccccc1F)[C@@H](C)CO2
  -5	0	4	-10	-5	1.1	6	2.9
28: COc1ccccc1CC(=O)Nc1ccccc1C(=O)O
  1	-4	·	-3	·	·	-10	·
29: O=S(=O)(c1ccc(F)cc1)N1CCCCN2[C@H](CO)[C@H](c3ccc(C4=CCCCC4)cc3)[C@@H]2C1
  -5	-4	-1	1	-6	0.2	-5	0.7
30: COc1cccc(-c2cc3nc(NCc4ccc5occc5c4)n(C)c(=O)c3s2)c1
  61*	·	-1	8	0	0.1	-8	5.9

The final two entries of the part before lead into the next.
The line under a structure holds: esBAF inh	ARNT TACC3 PPI	ERAP1 inh	GSIS activator	RAD52 inh	XiGFP reactiv	RAD54 branch	CFTR F508del cor
29: O=S(=O)(c1ccc(F)cc1)N1CCCCN2[C@H](CO)[C@H](c3ccc(C4=CCCCC4)cc3)[C@@H]2C1
  -5	-4	-1	1	-6	0.2	-5	0.7
30: COc1cccc(-c2cc3nc(NCc4ccc5occc5c4)n(C)c(=O)c3s2)c1
  61*	·	-1	8	0	0.1	-8	5.9
31: O=C(O)c1ccc(N/N=C/C=C/c2ccc([N+](=O)[O-])o2)cc1
  11	·	-34	-7	-23	0.3	-17	-0.8
32: NC(=S)N/N=C/c1coc2ccc(F)cc2c1=O
  ·	·	0	29	-15	0.0	6	-1.6
33: CC(C)C[C@H](NC(=O)NCc1ccc(F)cc1)C(=O)O
  -4	-2	-1	2	-5	0.0	6	1.5
34: Cc1nn(-c2ccccc2)c(N2CCCC2)c1/C=N/NC(=O)c1cc2ccccc2cc1O
  ·	-6	-4	·	-72	0.6	·	·
35: COc1cccc(S(=O)(=O)N(C)C[C@@H]2Oc3ncc(-c4cccc(C(F)(F)F)c4)cc3C(=O)N([C@H](C)CO)C[C@@H]2C)c1
  -7	-4	2	-26	17	-0.6	-8	0.2
36: O=C(Nc1ccc(C(=O)N2CCCCC2)cc1)c1ccc([N+](=O)[O-])cc1
  3	-8	1	1	-4	0.0	-14	-0.4
37: Cc1cc2oc(C(=O)NCC(c3ccco3)N3CCCC3)c(C)c2cc1C (stereo not given)
  -1	·	1	-24	-63	0.1	4	-0.1
38: O=C(C[C@H]1C=C[C@H](NC(=O)NC2CCCC2)[C@H](CO)O1)NCc1ccc(F)cc1
  -2	-9	0	-4	-7	0.1	7	-1.2
39: CCCCCCN1C(=O)C(O)=C(C(C)=O)C1c1ccccc1[N+](=O)[O-] (stereo not given)
  ·	-9	-5	3	-18	0.0	·	0.1
40: O=C(COC(=O)CNC(=O)c1ccccc1F)NC12CC3CC(CC(C3)C1)C2
  -3	·	0	-23	6	0.1	-5	-3.5
41: CCC(C)[C@H](NC(=O)[C@@H]1Cc2ccccc2CN1)C(=O)NCc1ccc(C)cc1 (stereo not given in full)
  -2	·	-4	·	-9	3.7	-5	1.9
42: O=C(Nc1cc(Cl)cc(Cl)c1)c1coc(=O)c(Br)c1
  ·	-4	·	2	-117	0.1	-14	-3.5
43: Cc1ccc(C(=O)Nc2cccc(S(=O)(=O)N3CCCC3)c2)o1
  10	-4	0	29	0	0.1	1	-0.9
44: OC[C@@H]1CN(Cc2ccco2)C[C@H](n2cnc3c(NCc4ccc(F)cc4)ncnc32)O1
  -5	·	-2	·	-24	0.0	3	-2.5
45: CCc1ccc(NC(=O)Nc2cnccn2)cc1
  ·	-5	-3	0	-14	0.1	1	0.3
46: C=CCC[C@@H](Cc1ccc(F)cc1)C(=O)OC[C@@H](Cc1c[nH]c2ccccc12)NC(=O)[C@@H](CC=C)CC(=O)N[C@@H](CO)Cc1ccccc1
  3	-2	·	-15	-15	0.1	0	3.6
47: C[C@@H]1CN([C@@H](C)CO)C(=O)c2cccc(NC(=O)C3CC3)c2O[C@@H]1CN(C)C(=O)Nc1ccc(C(F)(F)F)cc1
  -3	-1	2	-7	9	-0.1	10	-0.6
48: CN(CC(=O)Nc1ccccc1Br)C(=O)COc1cccc2c1OC(C)(C)C2
  ·	-1	1	11	-5	0.0	-10	1.7
49: CCOC(=O)C(C)n1cnc2scc(-c3ccc(C)cc3)c2c1=O (stereo not given)
  -2	-6	-1	-6	0	0.0	1	0.3
50: O=C(Nc1nccs1)[C@@H]1[C@@H](CO)[C@@H]2Cn3c(cccc3=O)[C@@H]2N1C(=O)C1CC1
  -3	-10	1	-4	-8	0.6	-2	·
51: OCCOCCNc1ncnc2c1c(-c1ccccc1)cn2-c1ccccc1
  -7	-2	0	9	-18	0.0	3	1.6
52: COC(=O)CSc1nc2sc3c(c2c(=O)n1-c1ccccc1)CCN(C)C3
  -10	-5	-10	8	46	·	23	·
53: COc1ccc(C(=O)OCC(=O)NCc2ccccc2)c(OC)c1OC
  -4	5	·	6	·	0.1	1	·
54: CCC(C(=O)O)n1c2ccccc2c2cn[nH]c(=O)c21 (stereo not given)
  -2	2	0	3	-20	2.2	-2	1.8
55: NCCC(=O)N1c2ccccc2Sc2ccc(Cl)cc21
  3	2	-2	-4	-1	0.0	-3	-1.7
56: Cc1noc(C)c1S(=O)(=O)N(C)C[C@@H]1Oc2ccc(NS(=O)(=O)c3ccc(F)cc3)cc2CC(=O)N([C@H](C)CO)C[C@H]1C
  0	·	-2	12	-1	-0.5	·	-1.3
57: CCN(CC(=O)Nc1c(F)cccc1F)C(=O)CSCC(=O)Nc1cc(C)on1
  -3	-14	-2	8	-12	0.1	·	-2.6
58: CSC1=Nc2ccccc2N=C(N2CCCC2)C1
  ·	·	-10	19	9	0.3	·	-1.5
59: O=C1c2cc(F)ccc2-n2c1nc1ccccc1c2=O
  -1	-6	0	-12	-43	0.1	·	-4.4
60: Cc1cccc(C)c1NC(=O)COC(=O)CCC(=O)c1cccs1
  ·	-6	6	-1	-9	0.0	·	0.8
61: NC(=O)CC[C@@H]1NC(=O)[C@H](CO)NC(=O)c2cc([N+](=O)[O-])cc(I)c2NCC[C@@H](C(N)=O)NC1=O
  -13	4	7	·	-29	0.1	-32	0.6
62: O=C1C(NS(=O)(=O)c2ccccc2)=C(N2CCN(c3ccc(F)cc3)CC2)C(=O)c2ccccc21
  2	9	-1	27	-5	0.0	-5	-0.4
63: CO[C@H]1CN(C)C(=O)c2ccc(NC(=O)c3ccc4c(c3)OCO4)cc2OC[C@H](C)N(CCC(F)(F)F)C[C@H]1C
  -5	0	-4	-39	-21	-0.5	-7	1.4
